Screening results as filed in PubChem.
LAP4 TOR yeast: modulators of LAP4-GFP expression in yeast, primary screen, S. cerevisiae, multiplex flow cytometry, MLPCN library; GFP response vs DMSO, % at 10 µM; 3 h; median GFP as percent of DMSO wells; AID 2023, 2009; 320,000 tested, 0.34% active;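 active means GFP response vs DMSO above a set limit, about the screen mean plus 3 SD, cut at about 150% in these data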
EBNA-1 inhibitor: EBNA-1 DNA-binding inhibitors, primary screen, biochemical, fluorescence polarization. inhibition, % at 14.8 µM. AID 1950, 2009. 300,000 tested, 0.34% active; in the data active means inhibition above about 28%
AHR activator: AHR activators, primary screen, cell-based, luminescence, luciferase reporter, human; AID 2796, 2010; 320,000 tested, 2.5% active; Aryl hydrocarbon receptor (Homo sapiens), P35869; AHR-responsive luciferase reporter cells; activation, % at 5 µM; in the data active means activation above about 47%;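 further: 0% = vehicle wells and 100% = reference agonist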
RPL19A-GFP yeast: RPL19A-GFP expression modulators in yeast, primary screen, cell-based, S. cerevisiae, multiplex flow cytometry, MLPCN | percent response vs DMSO, % at 10 µM | S. cerevisiae RPL19A-GFP strain, 3 h; stronger effect = lower value | 330,000 tested, 0.3% active;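 active means percent response vs DMSO below 50%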;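 further: median channel GFP fluorescence of the barcoded RPL19A-GFP strain; ratio of sample median GFP to plate DMSO average so 100% = DMSO; lower means less RPL19A-GFP as with rapamycin TOR inhibition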
procasp7 counter: procaspase-7 activators, primary screen, counter-screen for procaspase-3 activator project, biochemical, absorbance, HTS, human. recombinant procaspase-7, Ac-DEVD-pNA absorbance 405 nm; D23A/D198A/D206A triple mutant, cannot self-cleave; scale: DMSO 0, 5 µM enzyme 100. activation, % at 8.5 µM. 330,000 tested, 0.093% active;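 active means percent activation above the screen-wide mean plus 3 SD, cut at about 25% in these data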
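Replicates: singlicate. Assay system: Procaspase-7 triple mutant (PC-7 D3A). Signal: 405 nm absorbance of p-nitroaniline. Times: 1 h preincubation, 2 h reaction. Buffer or medium: Zinc-free HEPES pH 7.4 with 300 mM NaCl, 0.01% Triton X-100. Also added: DEVD-pNA substrate. Benchmarks: DMSO wells as 0%, DMSO with 5 µM added PC-7 as 100%.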
MEP2 TOR yeast: modulators of MEP2-GFP levels in yeast, primary screen, S. cerevisiae, multiplex flow cytometry, MLPCN library; S. cerevisiae MEP2-GFP strain, 3 h; 100% = DMSO control level; GFP response vs DMSO, % at 10 µM; 330,000 tested, 0.51% active; AID 2016, 2009;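 active means GFP response versus DMSO above a set limit, roughly screen mean plus 3 SD, cut at about 180% in these data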;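 further: median GFP fluorescence of the barcode-gated MEP2-GFP cells per well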
procasp3 activ: activators of human procaspase-3 D3A mutant, primary screen, biochemical, absorbance, PC-3 D3A mutant, single concentration; activation, % at 8.5 µM; 330,000 tested, 0.11% active; Caspase-3 (Homo sapiens), P42574; recombinant procaspase-3 D3A, Ac-DEVD-pNA absorbance 405 nm;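 active means activation above the mean of all tested compounds plus 3 SD, cut at about 21% in these data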;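 further: 0% = DMSO alone and 100% = DMSO wells spiked with extra 5 µM PC-3 D3A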
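assay system = Procaspase-3 D3A mutant | signal = absorbance at 405 nm, 0 and 120 min | times = 1 h preincubation plus 2 h reaction at 25 °C | repeats = single replicate | read-out = % activation between DMSO and enzyme-spiked controls | medium = Zinc-free HEPES saline buffer with Triton X-100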
ZTA DNA inh: blocks Epstein-Barr virus ZTA, an EBNA-1 counter-screen | 320,000 tested, 0.15% active | inhibition, % at 11 µM | ZTA-DNA binding, fluorescence polarization; in the data active means inhibition above about 33%
An asterisk follows results filed as active; . = not tested or not shown; [ ] = dose if it differs, or a comment.

smiles,LAP4 TOR yeast,EBNA-1 inhibitor,AHR activator,RPL19A-GFP yeast,procasp7 counter,MEP2 TOR yeast,procasp3 activ,ZTA DNA inh
CC(C)Oc1cccc(-c2cc(C(=O)N3CCN(c4ncccn4)CC3)c3ccccc3n2)c1,101.8,8.8,6.5,97.8,10.0,102.4,-2.0,2.1
Cc1cc(Cl)ccc1NC(=S)N1CCN(Cc2ccc3c(c2)OCO3)CC1,101.6,-8.4,3.7,94.7,-4.9,102.9,-9.3,0.2
C[C@H](NC(=O)c1nc[nH]c1C(=O)NC1CCNCC1)C(=O)OC(C)(C)C,95.9,-3.6,2.3,98.9,8.0,105.7,5.8,-2.1
N#C/C(=C/Nc1ccccc1F)S(=O)(=O)c1ccc(Cl)cc1,101.9,0.3,-0.4,101.9,-6.5,103.7,-5.7,2.6
CCN(CC)CCn1c(SCC(=O)Nc2cccc(OC)c2)nc2c(sc3ccccc32)c1=O,99.3,-0.5,0.6,103.7,-16.1,106.8,2.6,-9.1
COC(=O)C12CCC(C)(c3nc4ccccc4nc31)C2(C)C (stereo unspecified),102.3,3.5,-0.5,98.8,16.3,97.1,8.7,-1.1
O=C(c1cc(-c2cccs2)nc2ccccc12)N1CCN(S(=O)(=O)c2ccccc2)CC1,98.3,2.0,15.6,94.1,-0.1,102.6,2.9,3.2
CCN(CC)S(=O)(=O)c1ccc(Cl)c(C(=O)OC)c1,105.9,5.8,-0.3,99.6,1.0,104.6,1.0,-2.6
COc1ccc(N(CC(=O)N/N=C/c2ccccc2OC)S(=O)(=O)c2ccccc2)cc1,97.7,-3.8,4.3,103.3,-3.7,112.1,7.0,-8.1
COc1ccc(S(=O)(=O)N2CCC(C(N)=O)(N3CCCCC3)CC2)cc1,106.3,-5.7,0.7,96.8,9.6,101.4,1.9,-1.6
O=C(CCN1C(=O)c2ccccc2C1=O)Nc1ccc(S(=O)(=O)N2CCOCC2)cc1,104.7,2.5,0.2,101.0,5.3,109.4,7.3,-16.4
CCOC(=O)C1CCN(c2nc(-c3ccc(Br)cc3)nc3ccccc23)CC1,115.0,5.5,15.2,97.6,5.4,103.9,3.2,9.2
O=C(N/N=C\c1ccc2c(c1)OCO2)c1ccco1,91.3,3.7,31.3,106.5,5.3,99.4,-6.4,-8.3
CCOC(=O)C1=C(CNCc2ccccc2Cl)NC(=O)NC1c1ccc2c(c1)OCO2 (stereo unspecified),91.8,3.5,6.9,90.8,4.6,99.9,-2.0,-17.9
NC(=O)N/N=C/c1cn(-c2ccccc2)nc1-c1ccccc1,105.4,-5.4,33.1,98.0,-4.0,93.7,-10.5,-14.2
Cc1cccc(N2CCN(C(=O)C3CC(=O)N(C4CCCC4)C3)CC2)c1C (stereo unspecified),98.8[may fluoresce green],-1.3,1.5,94.7[may fluoresce green],-6.8,99.4[may fluoresce green],4.6,-14.8
CC(CC(=O)NCc1ccccc1)C1CCCO1 (stereo unspecified),94.6,2.2,1.3,92.4,6.4,90.7,-2.4,5.1
CN1CCN(c2nc(Nc3ccc(F)cc3)nc(Nc3ccc(F)cc3)n2)CC1,94.9,-0.5,-0.1,105.1,3.9,110.3,8.4,8.1
COc1ccccc1-n1cc(-c2ccc([N+](=O)[O-])cc2)[nH]c1=S,99.3,18.0,63.1*,95.2,-9.5,95.0,0.7,7.2
O=C(O)C1CCCN1C(=O)c1cncc(Br)c1 (stereo unspecified),95.9,-7.7,-0.3,93.8,1.1,93.9,-2.5,-1.4
COc1cc(C(=O)NCC(=O)N2CCN(S(=O)(=O)c3cc(C)ccc3C)CC2)cc(OC)c1OC,105.8,11.2,-1.0,103.1,6.1,104.0,4.4,0.1
Cc1nn(C(C)CC(=O)O)c(C)c1Br (stereo unspecified),97.6,6.6,0.4,94.7,-3.0,94.8,-0.5,4.0
CC(C)CCN1CC(C(=O)NCc2ccc(F)cc2)CC1=O (stereo unspecified),100.3,8.5,1.0,97.7,7.7,105.2,-1.0,-4.5
CN=C(NC1CCCCC1)c1ccc([N+](=O)[O-])cc1,88.4,-7.0,-1.3,99.4,6.2,100.9,0.7,7.7
CCOC(=O)c1cc(-c2ccccc2)nn1CC1CC(c2cccc([N+](=O)[O-])c2)=NO1 (stereo unspecified),97.9,0.4,2.2,94.5,-1.9,98.0,1.5,2.9

Printed as active in AHR activator (from the list above):
Structure	LAP4 TOR yeast	EBNA-1 inhibitor	AHR activator	RPL19A-GFP yeast	MEP2 TOR yeast	procasp3 activ
COc1ccccc1-n1cc(-c2ccc([N+](=O)[O-])cc2)[nH]c1=S	99.3	18.0	63.1*	95.2	95.0	0.7

Carrying on:
smiles,LAP4 TOR yeast,EBNA-1 inhibitor,AHR activator,RPL19A-GFP yeast,procasp7 counter,MEP2 TOR yeast,procasp3 activ,ZTA DNA inh
Cc1nc(Cc2nnc(SCc3nc(N)nc(Nc4ccccc4C)n3)o2)cs1,.,-7.2,5.2,90.9,22.2,76.0,13.7,7.0
Cc1nn(Cc2c(Cl)cccc2Cl)c(C)c1NC(=O)CCCn1nc(C)c([N+](=O)[O-])c1C,92.4,-1.2,2.4,100.8,-0.1,99.8,10.4,-9.5
O=C(CC1SC(=O)N(c2ccccc2)C1=O)Nc1ccc(Cl)cc1 (stereo unspecified),129.4,-7.5,2.7,93.6,-5.7,102.8,-12.6,6.5
O=C(NCc1nc2ccccc2[nH]1)C1=C[C@@H](c2ccc(Br)cc2)C[C@@H](OCCCCO)O1,130.3,-3.8,3.9,101.8,4.3,101.7,5.9,-1.8
COc1ccc2ncn(-c3ccccc3)c2c1,111.0,-4.4,2.8,100.3,6.1,97.7,5.7,5.9
Cc1ccc(S(=O)(=O)N(Cc2ccc(F)cc2)C(=O)N2CCN(C)CC2)cc1,118.5,1.3,2.8,95.2,-5.2,94.8,10.2,-5.9
Cc1ccsc1C(=O)N1CCCC(CCC(=O)NCc2ccc(F)c(F)c2)C1 (stereo unspecified),113.9,1.8,-0.7,101.2,-1.3,100.8,-0.3,8.2
Cc1ccc(SCCNC(=O)c2ccc(C)c([N+](=O)[O-])c2)cc1,96.2,-3.1,1.0,97.2,6.0,97.9,1.3,14.0
COc1ccc(/C=C2\SC(=S)N(CCC(=O)N3CCOCC3)C2=O)cc1,89.5,-13.3,7.6,101.5,5.5,86.8,-2.5,-0.9
C(=N\N1CCN(Cc2ccccc2)CC1)/c1ccccc1,104.1,6.3,1.1,100.5,-0.7,101.4,2.9,-0.9
O=C(/C=C/c1cccc([N+](=O)[O-])c1)NCc1ccco1,100.4,-2.8,-1.5,106.3,9.5,96.3,-0.2,-3.9
Cc1cc(C)n(-c2ccc(NC(=O)C3CCCCN3C(=O)c3ccc(C)s3)cc2)n1 (stereo unspecified),95.6,-7.1,-5.8,101.9,1.0,102.8,7.5,2.8
COc1ccccc1NC(=S)NCc1ccc(Cl)cc1,92.3,1.5,6.2,99.5,2.9,85.5,6.5,1.7
O=C1NC(c2cccc(Cl)c2)Nc2ccccc21 (stereo unspecified),90.0,6.2,22.8,90.8,4.4,96.2,-12.6,-1.8
Cc1ccc(C(=O)COC(=O)c2cc(Cl)nc3ccccc23)cc1C,95.3,1.5,3.3,98.0,8.9,87.0,4.9,-2.1
CCCc1cc(=O)[nH]c(SCC(=O)NC(=O)NC2CCCC2)n1,106.1,.,-1.5,102.1,1.2,95.8,8.0,11.9
Cc1cc(N2C(=O)C(O)=C(C(=O)c3cccs3)C2c2ccccc2)no1 (stereo unspecified),88.8,13.4,-2.1,97.7,-21.6,93.8,-12.8,5.8
O=C(N/N=C/c1ccccc1[N+](=O)[O-])c1ccc2c(c1)OCCO2,98.6[may fluoresce violet],-3.9,26.5,46.1*[may fluoresce violet],-6.6,430.0*[may fluoresce violet],-0.8,6.1
CCOC(=O)c1cc(S(=O)(=O)Nc2ccc(F)cc2F)cn1C,113.6,-10.8,1.8,104.9,-0.3,100.3,-2.8,5.9
COc1ccc(-n2ncc3c(Nc4cccc(C)c4)ncnc32)cc1,106.4,-16.2,-0.8,96.0,-1.8,99.5,5.8,-8.3
COc1ccc(-c2csc(Cc3nnc(N4CCOCC4)n3-c3ccccc3)n2)cc1,100.5,0.3,1.4,97.6,2.4,104.2,1.8,-10.3
CC(C)C[C@@]12C(=O)N(c3ccc(Br)cc3)C(=O)N1[C@H](c1ccc(Br)cc1)[C@@H]1C(=O)N(C(C)(C)C)C(=O)[C@@H]12,95.9,-0.1,4.2,99.2,4.8,99.8,-5.8,-3.4
CCOC(=O)c1sc(NC(=S)NC(=O)c2ccc(OC)cc2)nc1C,93.5,5.0,1.9,96.5,0.6,101.0,0.7,3.8
O=C(O)c1ccc(/C=N/Nc2ccc(Cl)nn2)cc1,92.1,-21.0,3.6,105.1,1.7,104.3,-5.0,4.5
COc1ccc(C(C)=O)cc1CN(C)C,107.2,-9.0,0.3,99.3,3.7,97.2,-11.2,8.7

2 entries from above, as labelled records.
CCCc1cc(=O)[nH]c(SCC(=O)NC(=O)NC2CCCC2)n1
  LAP4 TOR yeast: 106.1 | EBNA-1 inhibitor: . | AHR activator: -1.5 | RPL19A-GFP yeast: 102.1 | procasp7 counter: 1.2 | MEP2 TOR yeast: 95.8 | procasp3 activ: 8.0 | ZTA DNA inh: 11.9
COc1ccc(-c2csc(Cc3nnc(N4CCOCC4)n3-c3ccccc3)n2)cc1
  LAP4 TOR yeast: 100.5 | EBNA-1 inhibitor: 0.3 | AHR activator: 1.4 | RPL19A-GFP yeast: 97.6 | procasp7 counter: 2.4 | MEP2 TOR yeast: 104.2 | procasp3 activ: 1.8 | ZTA DNA inh: -10.3

(more compounds)
smiles,LAP4 TOR yeast,EBNA-1 inhibitor,AHR activator,RPL19A-GFP yeast,procasp7 counter,MEP2 TOR yeast,procasp3 activ,ZTA DNA inh
Cc1onc(-c2c(F)cccc2Cl)c1C(=O)NCc1ccccc1,84.9,5.3,2.6,98.8,1.1,101.9,3.2,-12.8
CCCOc1ccc(C2=CSC3=NCCN23)cc1[N+](=O)[O-],96.4,11.8,6.1,103.0,1.8,102.9,-0.8,4.5
COc1ccc(Cl)cc1CN1CCN(c2nc(C)cc(C)c2C#N)CC1,107.6,2.3,11.3,101.7,-0.9,106.1,8.5,-4.5
CC(=O)c1ccc(Oc2nc3c(c(=O)n(C)c(=O)n3C)n2C)cc1,103.6,-4.2,20.1,91.8,3.3,93.5,0.5,10.5
CCCC1(CCC)NC(=O)N(CC(=O)N2CCN(C(=O)c3ccco3)CC2)C1=O,101.5,-6.7,3.3,99.5,-3.9,97.3,1.9,-1.3
CC(NC(=O)CNC(=O)OCc1ccccc1)C(=O)N1CC(O)CC1C(=O)OCc1ccccc1 (stereo unspecified),98.3,-5.5,-0.1,99.4,-6.9,103.0,-2.9,-0.7
CCOC(=O)c1ccccc1NC(=O)CSc1nc2[nH]ncc2c(=O)[nH]1,96.9,-15.7,5.0,90.4,-2.9,93.9,6.5,-9.6
Cn1c(=O)cc(OCCCC(=O)N2CCN(c3ccccn3)CC2)c2ccccc21,92.2,-0.5,18.7,96.2,4.4,98.2,6.0,5.1
O=C(COC(=O)C1(c2ccccc2F)CCCC1)N1CCOCC1,102.7,5.3,-1.7,99.1,-1.2,92.4,4.8,2.2
CCC(=O)c1ccc(N2CCCCCC2)c(F)c1,99.4,-8.8,-3.7,92.1,5.7,95.9,-2.7,-0.7
COc1cc(C#Cc2c(-c3cncn3C)n(C)c3ccc(-c4cnc(N5CCOCC5)nc4)cc23)cc(OC)c1,133.8,.,18.4,99.6,3.7,103.7,6.3,.

An unsorted share of the library (roughly 3.8% active in at least one column).
